RAD54 branch = inhibitors of human RAD54 branch migration, primary screen, biochemical, fluorescence, single point. RAD54 Holliday junction branch migration, FAM/BHQ fluorescence. inhibition, % at 10.4 µM. DNA repair and recombination protein RAD54-like (Homo sapiens), Q92698. 0.14% of 360,000 active;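 active means mean normalized replicate activity at least 40 and at least half of replicates scoring 40 or more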;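 further: 0% = median of neutral control wells and 100% = median of positive control wells; inhibitors cause a drop in the FAM fluorescence signal; in these data hits start at about 50%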
Target sequence (Q92698 whole entry, looked up): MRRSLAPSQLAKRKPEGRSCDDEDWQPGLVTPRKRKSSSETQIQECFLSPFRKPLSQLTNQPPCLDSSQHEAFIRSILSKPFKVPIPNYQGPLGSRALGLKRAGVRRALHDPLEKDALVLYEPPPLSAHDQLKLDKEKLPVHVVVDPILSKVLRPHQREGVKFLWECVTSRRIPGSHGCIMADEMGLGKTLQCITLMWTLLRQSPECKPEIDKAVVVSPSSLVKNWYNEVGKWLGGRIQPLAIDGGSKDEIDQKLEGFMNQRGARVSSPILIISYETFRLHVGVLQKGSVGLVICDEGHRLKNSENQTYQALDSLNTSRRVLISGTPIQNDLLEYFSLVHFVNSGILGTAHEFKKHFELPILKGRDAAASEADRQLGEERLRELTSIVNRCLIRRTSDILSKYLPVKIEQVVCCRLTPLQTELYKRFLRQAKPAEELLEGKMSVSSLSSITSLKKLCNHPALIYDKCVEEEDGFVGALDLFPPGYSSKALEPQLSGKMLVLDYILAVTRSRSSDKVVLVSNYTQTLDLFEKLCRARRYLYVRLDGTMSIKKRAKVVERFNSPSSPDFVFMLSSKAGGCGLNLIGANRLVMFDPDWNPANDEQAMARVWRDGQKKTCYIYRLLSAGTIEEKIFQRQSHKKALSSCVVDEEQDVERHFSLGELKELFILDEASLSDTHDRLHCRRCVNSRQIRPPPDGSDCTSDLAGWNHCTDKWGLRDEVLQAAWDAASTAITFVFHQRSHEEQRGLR
esBAF inh = Bmi1 luciferase reporter increase in mESCs, primary screen, esBAF inhibitor project, mouse ES cells, Bmi1 luciferase knock-in, single point. 24 h; 100% = twice the neutral-well signal. reporter increase, % at 12.5 µM. 2% of 350,000 active; in the data active means activation above about 40%;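 further: 0% = median of the plate's neutral control wells and 100% = double that signal; a rise in the Bmi1 reporter signal indicates esBAF inhibition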
FN deposition inh = inhibitors of fibronectin matrix deposition, primary screen, AH1F cells, Alexa488-fibronectin fluorescence, plate reader | AID 743247, 2014 | inhibition, % at 12.6 µM | AH1F fibroblasts, overnight | 0.086% of 350,000 active;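 active means mean inhibition across replicates of 30% or more, regardless of how many single replicates reach that level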;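 further: positive control wells lacked labelled fibronectin entirely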
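material = AH1F fibroblast monolayer depositing Alexa488-labelled fibronectin into matrix | amount = 10000 AH1F cells/well | buffer or medium = DMEM plus 2% serum, read in PBS | incubation = 1 h cell adhesion before compound, then overnight fibronectin incubation | detection = fluorescence at 485 nm excitation, 525 nm emission | evaluation = percent inhibition as loss of matrix-bound fibronectin fluorescence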
Starred values were filed as active, the others as inactive. Not all compounds are listed; rates above refer to the full screens.

SMILES	RAD54 branch	esBAF inh	FN deposition inh
COc1ccc(S(=O)(=O)NCCSCc2ccccc2C)cc1Br	1	11	0
CC(=O)Nc1nc(N2C(=O)c3ccccc3C2=O)n(-c2ccccc2)n1	1	-3	-4
Cc1ccc([N+](=O)[O-])cc1/C=N/Nc1nnnn1-c1ccccc1	0	-1	2
CCN(CC)S(=O)(=O)c1ccc(C(=O)Nc2ccc3c(c2)OCCO3)cc1	5	10	1
CC(O)COc1ccc(/C(=N/O)c2ccccc2)cc1 (centres undefined)	3	16	5
C=CCn1c(SCC(=O)c2cc(C)n(C(C)COC)c2C)nc2sc(C)c(C)c2c1=O (centres undefined)	1	-1	20
O=C(Nc1ccccc1F)c1ccncc1	2	-6	-1
CCOC(=O)CSc1nc2cc(OC)ccc2cc1C#N	-13	33	-5
CC1(C)C(c2cccs2)=[N+]([O-])C2(CCCCC/C2=N\O)N1O (centres undefined)	3	-9	17
CC1CN(C(=O)c2ccc(CNS(=O)(=O)c3cccc(C(F)(F)F)c3)cc2)CC(C)O1 (centres undefined)	0	1	-5
Cn1c(=O)c2cc(S(=O)(=O)NCCC(=O)NCc3ccccc3Cl)ccc2n(C)c1=O	-19	-5	3
CCSC1=C(C#N)C(=O)n2c1cc1c2CCCC1	-9	1	4
CN(C)CCOCCOc1ccccc1-c1ccccc1	2	-1	-2
O=C(NC1(C(F)(F)F)Oc2ccccc2O1)N1CCCC1	11	-7	1
CCC(C)(C)NC(=O)c1ccc2c(c1)N(CC(=O)OC)C(=O)C(C)(C)O2	3	-1	-4
CC1(C)Oc2ccc3ccc(=O)oc3c2C(N2CCCCC2)C1O (centres undefined)	-4	-5	-3
C=CCNC(=O)c1csc(-c2ccccc2)n1	2	0	-2
COc1ccc(C(=S)N2CCOCC2)cc1OC(=O)c1cc([N+](=O)[O-])c(C)c([N+](=O)[O-])c1	1	-6	18
CCOC(=O)Nc1ccc(NS(=O)(=O)c2ccc(C)cc2)cc1	2	2	-2
CN(C)S(=O)(=O)Oc1ccsc1C(=O)Nc1ccccc1Cl	-7	5	0
CC(=O)c1c(C)[nH]c(C(=O)Nc2ccc(C)cn2)c1C	-3	-74	-2
Nc1cc(N)nc(SCC(=O)NCC2CCCO2)n1 (centres undefined)	0	-6	-4
c1ccc(-c2cnc(-c3ccccc3)nc2)cc1	-7	-25	-4
CCOc1cccc(/C(O)=C2/C(=O)C(=O)N(CCN3CCOCC3)C2c2cccnc2)c1 (centres undefined)	19	-3	-3
O=C(NC(=S)NCCc1ccccc1)c1ccco1	2	25	-14
O=S(=O)(Nc1ccncc1)c1ccccc1	2	-2	-18
O=C1CCCC2=C1C(c1ccc(OS(=O)(=O)c3ccc(Cl)cc3)cc1)C1=C(CCCC1=O)O2	5	-5	1
Cc1ccc(CC(=O)NCCCc2ccccc2)cc1	-3	7	-4
Cc1ccc(C2NC(=O)NC(O)(C(F)(F)F)C2C(=O)c2cccs2)o1 (centres undefined)	0	3	-4
COC(=O)c1cc(CSc2nnc(NC3CCCCC3)s2)oc1C	-1	1	6
CCCn1nnnc1SCC(=O)N1CCN(C(=O)c2ccco2)CC1	1	-10	-1
Cc1nn(C)cc1CNC(=O)c1cccc(Br)c1	-11	-1	-1
Cc1ccccc1NC(=O)CCN1CCCCCC1	0	0	0
COc1cc(S(=O)(=O)N2CCCCCC2)c(OC)cc1Br	0	5	-7
Cn1nc(OCc2ccccc2)ccc1=O	-17	4	-1
O=C(NCc1n[nH]c(=S)n1-c1ccc(F)cc1)c1ccco1	-2	-8	3
CCc1ccc(-c2nc(CN3CCC(C(=O)NCc4ccccc4OC)CC3)c(C)o2)cc1	-13	20	0
CC1Cc2cc(/C(O)=C3\C(=O)C(=O)N(CCN(C)C)C3c3ccccc3F)ccc2O1 (centres undefined)	-1	7	10
CCOC(=O)N1CCN(C(=O)C2CCC(=O)N2C(C)C)CC1 (centres undefined)	-16	-2	7
Cc1ccc(-n2nnnc2SCC(=O)N2CCc3ccccc3C2)cc1	-5	-2	-1
Cc1ccc(-n2c(CSc3nc(C)cc(C)n3)nnc2SCC(=O)N2CCCC2)cc1	-5	-7	-6
COc1ccc(S(=O)(=O)N2CCC(C(=O)NCC(c3cccs3)N(C)C)CC2)cc1 (centres undefined)	-9	1	16
O=C(NC1(C(F)(F)F)NC(=O)N(Cc2ccccc2)C1=O)c1cccs1 (centres undefined)	0	10	1
c1ccc(CN2CN=C(Nc3nc4ccccc4s3)NC2)cc1	7	8	5
Cc1noc(C)c1CSc1nnc(C)c(=O)[nH]1	1	-7	5
O=C(NCC1CCCO1)c1ccc(S(=O)(=O)N2CCC(c3nc4ccc(Cl)cc4[nH]3)CC2)cc1 (centres undefined)	-1	-4	8
CCCn1c(N)c(C(c2ccc(C(=O)OC)cc2)N2CCN(c3ccccc3)CC2)c(=O)[nH]c1=O (centres undefined)	-10	-4	-8
O=C(NC1CCCCC1)N(CCN1CCOCC1)Cc1cc2cc3c(cc2[nH]c1=O)OCCO3	8	-2	6
COc1ccccc1NC(=O)Cn1cnc2c(cnn2-c2ccccc2)c1=O	-6	2	-9
O=C(CC1C(=O)N(c2ccccc2)C(=O)N1C1CCCCC1)Nc1ccccc1 (centres undefined)	-12	7	3
Cc1ccc(C2=NC(C)(C)N=C2SCC(=O)Nc2ccc(Cl)cc2)cc1	0	-2	-2
CCOC(=O)c1c(CN2CCN(C)CC2)oc2ccc(O)cc12	2	-4	1
CCOc1ccc(C(=O)NCCCN2CCCC2=O)cc1	-20	10	-12
COC(=O)CCC(=O)NNC(=O)c1cccc(Cl)c1	-8	2	7
COc1ccccc1NC(=O)C1CC(=O)N(c2ccc(F)cc2)C1 (centres undefined)	10	-11	24
Clc1ccc(-c2noc(COc3ccccc3)n2)cc1	-1	35	-5
O=C(NCc1ccc(Cl)cc1Cl)C(=O)N1CCCCC1	16	-3	12
CSc1ccc(/C=C/C(=O)c2ccc(NC(=O)Cc3ccccc3)cc2)cc1	4	-4	-13
O=C(CSc1nnc(CNc2ccccc2)o1)N1CCCc2ccccc21	7	-1	-4
COc1cc(N2C(=O)CSC23C(=O)Nc2ccccc23)cc(OC)c1OC (centres undefined)	21	-9	7
Other entries.
SMILES	RAD54 branch	esBAF inh	FN deposition inh
CCS(=O)(=O)N1CCC(C(=O)Nc2cc(Cl)ccc2O)CC1	-3	-7	0
CN(C)c1cc(N)c2ccccc2n1 (tested in a mixture with another compound)	13	-22	-1
CC1(C)CC(=O)C=C(NCCCNC2CCCCC2)C1	0	2	-18
CCOc1ccc(NC(=O)CN2CCN(CC(=O)Nc3ccc(OC)cc3)CC2)cc1	1	-1	3
CCCn1c(NCc2cccc(OC)c2OC)nc2ccccc21	-10	29	-5
Cc1ccccc1C(=O)N/N=C/c1ccc(OCC(=O)N2CCCCC2)cc1	3	2	5
Cc1ccc(N2CCCn3c2cc(C)c(C#N)c3=O)cc1Cl	0	17	-2
COC(=O)c1scc(C)c1N/N=C(\C)c1ccc(F)cc1	-4	0	3
O=P(c1ccccc1)(c1ccccc1)C1CCCO1 (centres undefined)	0	-3	6
Cc1ccc(-c2cc(C(=O)N3CCOCC3)c3ccccc3n2)cc1	0	16	5
Cc1nn(CCC#N)c(NC(=O)c2ccc(Cl)cc2Cl)c1P(=O)(Nc1ccc([N+](=O)[O-])cc1)N1CCOCC1 (centres undefined)	-7	-3	-12
COc1cccc(C2N(c3ccccn3)C(=O)C3CCCN32)c1OC (centres undefined)	-3	4	3
CC(=O)c1cccc(NC(=S)NC(=O)C(C)C)c1	1	3	7
O=C(CCCOc1ccccc1)Nc1ccc(Br)cc1	2	12	-6
Cc1ccc(/C=N/n2cnnc2)s1	0	0	9
CCOc1ccccc1-c1cc(-c2ccccc2)nc2c1c(=O)n(C)c(=O)n2C	15	2	-1
COCCCNC(=O)C1CCN(C(=O)Nc2ccc(Cl)cc2)CC1	-5	-2	5
Cc1cc(Br)ccc1NC(=O)CN1C(=O)CCC1=O	7	-2	10
Cc1onc(-c2c(Cl)cccc2Cl)c1C(=O)NCCN1CCOCC1	-1	-6	-8
Cc1nc2sc(C)c(C)c2c(=O)o1	-18	-7	5
CC1CCCCN1CCNS(=O)(=O)c1ccc2c(c1)oc(=O)n2C (centres undefined)	-13	4	-1
CCCCSc1nc(C)[nH]c1[N+](=O)[O-]	3	2	12
CCCCn1c(NC(C)=O)c(C#N)c2nc3ccccc3nc21	-1	-4	7
O=C(N/N=C/c1ccccc1Cl)c1ccc(F)cc1	0	16	4
CCC(C)C(NC(=O)C1CCC(C)CC1)C(=O)NC(CCSC)C(=O)OC (centres undefined)	6	-5	-1
Cc1ccc(C(=O)C2CCN(CC(=O)NC3CCCCC3)CC2)cc1	0	-7	-8
COc1ccc(Cl)cc1NC(=O)c1oc(C)nc1C	8	-8	7
C(=N\n1cnnc1)/c1cn(-c2cccs2)nc1-c1ccccc1	-2	36	-1
CCSc1nnc(Nc2ccc(C)cc2)s1	3	83*	-8
COc1cc2nc(=S)n3[nH]c(CCn4nc(C)cc4C)nc3c2cc1OC	-2	-10	-2
CCn1c(N2CCN(CC(=O)c3c[nH]c4ccccc34)CC2)nc2c1c(=O)[nH]c(=O)n2C	-5	1	4
COc1cc(Nc2nc(-c3ccccc3)c3cc(C)ccc3n2)cc(OC)c1OC	1	-3	-14
O=C(CN1CCOCC1)Nc1ncccn1	14	-5	12
Cc1nn(C)c(C)c1C1Nc2ccccc2C(=O)N1O (centres undefined)	7	3	14
Cc1oc(/N=C/c2ccc3c(c2)OCO3)c(C#N)c1C	-5	-6	-2
Cc1cc2ccccc2c(=O)n1CC(=O)NCC(=O)N(C)C1CCCCC1	3	-1	-4
COCCCNC(=O)CCC(=O)Nc1ccc2nc(N3CCOCC3)cc(C)c2c1	-11	20	1
COc1cccc(NC(=O)CSc2nc3ccccc3c(=O)n2CCCC(=O)N2CCCC2)c1	5	1	10
Cc1cc(NC(=O)CCN2C(=O)C3C4CCC(C4)C3C2=O)c(C)cc1Br (centres undefined)	-5	5	1
O=C(O)CC(NC(=O)OCc1ccccc1)c1ccc(Br)cc1 (centres undefined)	-7	0	3
COc1ccc(C(=O)Cn2nnc(-c3cccs3)n2)cc1	-16	8	-4
COc1ccc(NC(=O)COC(=O)c2ccc(Br)o2)cc1OC	-1	-4	7
CCCCCCC(=O)N(O)C1CC(=O)N(c2ccc(Br)cc2)C1=O (centres undefined)	1	-10	-16
C#CCn1c(S(=O)(=O)Cc2ccc(OC)cc2)nc(-c2ccccc2)c1-c1ccccc1	4	-3	-8
Oc1csc(Cc2nc(-c3ccc(-c4ccccc4)cc3)cs2)n1	-4	34	-13
COCc1cc(C)n(CC(=O)Nc2ccc(Cl)cc2Cl)c(=O)c1C#N	-3	-4	-4
Cc1cccn2c(=O)c(C=Nc3ccc(Cl)cc3)c(NCCO)nc12	1	3	-23
COc1ccc(/C=N/NC(=O)c2ccoc2C)cc1COc1c(C)cccc1C	13	50*	-2
Cc1cc(-c2nnc(SCc3ccccn3)o2)no1	-16	15	-6
N#CCSc1nc2ccc(N3CCOCC3)cc2c(=O)n1CCc1ccccc1	3	3	3
COc1cc(Cn2c(N)c(C#N)c3nc4ccccc4nc32)cc(OC)c1	5	-9	2
COc1ccc(CCN2C(=O)CCC2(C)C(=O)NCc2cccnc2)cc1OC (centres undefined)	9	2	-14
CCOC(=O)C(C)N1C(=O)S/C(=C/c2cc(C)n(-c3ccccn3)c2C)C1=O (centres undefined)	-19	21	3
CC(C)(C)n1nnnc1C(c1cccnc1)N1CCN(C(=O)c2ccco2)CC1 (centres undefined)	-2	1	4
CC1CCCC(C(=O)O)N1C(=O)CCSSCCC(=O)N1C(C)CCCC1C(=O)O (centres undefined)	-9	4	-10
